TAAR1 ag: agonists of human TAAR1. Q96RJ0. CHO RD-HGA16 TAAR1, Fluo-8 calcium fluorescence; vehicle wells 0%, saturating PEA agonist 100%. activation, % at 3 µM. hit rate 0.99% among 360,000;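 active = activation above the mean activation of all test compounds in the run plus 3 SD, cut at about 38% in these data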
Target sequence (Q96RJ0 whole entry, looked up): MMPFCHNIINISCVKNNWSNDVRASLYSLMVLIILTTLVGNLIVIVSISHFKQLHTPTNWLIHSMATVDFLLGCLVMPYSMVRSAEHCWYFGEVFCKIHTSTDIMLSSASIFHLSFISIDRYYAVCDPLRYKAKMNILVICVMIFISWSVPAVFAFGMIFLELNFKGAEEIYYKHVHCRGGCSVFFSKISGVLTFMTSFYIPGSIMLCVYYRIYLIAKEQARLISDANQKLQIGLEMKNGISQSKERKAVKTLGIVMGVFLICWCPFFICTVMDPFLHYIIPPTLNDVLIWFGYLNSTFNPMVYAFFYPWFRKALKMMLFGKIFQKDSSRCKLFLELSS
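Signal – calcium-sensitive Fluo-8 signal, excitation 470-495, emission 515-575 nm · System – RD-HGA16 (CHO) cells co-expressing Gα16 and hTAAR1 · Incubation – 17-24 h seeding, 75 min 37 °C dye, 30 min RT · Compound dosing – 3 µM single concentration · Repeats – no replicates (n 1)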
CHO parental Ca: counter-screen for OX1R antagonists: effect in parental CHO cells | inhibition, % at 5.6 µM | hit rate 0.63% among 330,000 | parental CHO-K1, ATP-induced calcium, Fluo-8 fluorescence;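 active = inhibition above that plate's mean sample inhibition plus 3 SD, cut at about 26% in these data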;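 note: 0% = ATP-challenged DMSO wells and 100% = DMSO wells without ATP; some compounds past the cut are filed as inactive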
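Material: parental CHO cells / Compound: single nominal dose of 5.6 µM per compound / Signal: Fluo-8 fluorescence / Replicates: singlicate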
CHRM1 agonist: agonists of human M1 muscarinic receptor; P11229; CHO-K1 hM1, Fluo-8 calcium fluorescence, agonist mode; 0% DMSO, 100% acetylcholine EC100; activation, % at 3 µM; hit rate 0.33% among 360,000;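 active = activation above the run's mean compound activation plus 3 SD, cut at about 16% in these data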;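 note: peak over basal fluorescence ratio within a 140 s kinetic read after compound addition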
TAAR1 antagonist: human TAAR1 antagonism; Q96RJ0; CHO RD-HGA16 TAAR1, Fluo-8 calcium fluorescence, antagonist; inhibition, % at 3 µM; hit rate 1.5% among 360,000; AID 624466;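 active = inhibition above a per-plate cutoff, the mean inhibition of test compounds on that plate plus 3 SD, cut at about 49% in these data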;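 note: 0% = DMSO plus EC80 beta-PEA response and 100% = DMSO alone without agonist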
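Test system: CHO RD-HGA16 cells bearing hTAAR1 | Reagent: β-PEA, EC80 | Compound dosing: 3 µM, single point | Schedule: Dye loading 75 min at 37 °C, then 30 min room temperature | Signal: Calcium fluorescence with Fluo-8 | Evaluation: Percent inhibition of PEA-evoked calcium signal, max/basal emission ratio | Control set: DMSO-only wells and EC80 β-PEA-stimulated wells | Repeats: Singlicate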
CHO-K1 Ca antag: M1 antagonist counterscreen hit in parental CHO-K1 cells. ATP-induced calcium, Fluo-8 fluorescence. inhibition, % at 3 µM. hit rate 0.6% among 360,000. AID 602250;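 active = inhibition above a per-plate cutoff, the plate's mean sample inhibition plus 3 SD, cut at about 24% in these data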;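 note: 0% = DMSO plus EC80 ATP and 100% = DMSO alone without ATP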
M1 ag parental: counter-screen for M1 agonists: effect in parental CHO-K1 cells. Fluo-8 calcium fluorescence; scaled to maximal ATP response, vehicle zero. activation, % at 3 µM. hit rate 0.48% among 360,000; in the data active = activation above about 15%;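 note: untransfected CHO-K1 host cells lacking M1 receptor as counterscreen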
OXTR potentiate: potentiates the human oxytocin receptor response | P30559 | CHO-OTR cells, Fluo-8 calcium fluorescence, potentiator mode; 0% = oxytocin EC15, 100% = EC100 | activation, % at 3 µM | hit rate 0.061% among 320,000 | AID 2445;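 active = activation above that plate's cutoff, the mean activation of tested compounds plus 3 SD, cut at about 6.6% in these data, passing the limit was not always enough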;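 note: 100% uses oxytocin at 75 nM as the full agonist control; some results filed as inactive read as strong as hits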
Target sequence (P30559 whole entry, looked up): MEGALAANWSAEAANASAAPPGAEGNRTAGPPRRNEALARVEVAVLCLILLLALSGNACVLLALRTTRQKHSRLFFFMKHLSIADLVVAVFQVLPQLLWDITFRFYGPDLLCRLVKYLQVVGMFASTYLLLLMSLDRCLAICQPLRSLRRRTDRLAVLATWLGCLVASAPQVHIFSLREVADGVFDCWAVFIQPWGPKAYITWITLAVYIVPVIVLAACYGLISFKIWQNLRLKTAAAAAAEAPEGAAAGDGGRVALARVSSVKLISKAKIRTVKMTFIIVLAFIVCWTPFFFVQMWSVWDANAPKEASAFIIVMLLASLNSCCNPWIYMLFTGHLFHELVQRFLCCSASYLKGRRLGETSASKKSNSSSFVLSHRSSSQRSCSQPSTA
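Replication – single well per compound, singlicate · Assay system – CHO cell line stably expressing human OTR · Timing – 6 min pre-incubation, 100 s read · Measure – normalized max/min fluorescence ratio, % activation · Doses – 3.0 µM, one dose · Detection – Fluo-8 calcium dye fluorescence · Probe or stimulus – oxytocin near EC15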
M1 antag: antagonists of human M1 muscarinic receptor. P11229. CHO-K1 hM1, Fluo-8 calcium fluorescence, ACh EC80 antagonist. inhibition, % at 3 µM. hit rate 1.3% among 360,000. AID 588852;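 active = percent inhibition above its own plate's cutoff, namely the mean of that plate's compound wells plus 3 SD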;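 note: peak over basal fluorescence ratio during 140 s after agonist addition; 0% = ACh EC80 plus DMSO and 100% = DMSO alone without agonist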
CHO-K1 Ca PAM: counter-screen for M1 PAMs: effect in parental CHO-K1 cells; activation, % at 3 µM; ATP EC20, Fluo-8 calcium fluorescence; 0% at ATP EC20, 100% at ATP max; hit rate 0.02% among 360,000;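 active = activation above the run cutoff, the mean activation of all test compounds plus 3 SD, cut at about 40% in these data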;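 note: peak over basal fluorescence ratio in a 140 s read after ATP addition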
Starred values were filed as active, the others as inactive. Rows are unselected. About 4.2% of those tested had a hit in this group.

Screening O=C(NC(=S)Nn1cnc2c(cnn2-c2ccccc2)c1=O)c1ccc(Oc2ccccc2)cc1 returned TAAR1 ag 6, CHO parental Ca -4, CHRM1 agonist -5, TAAR1 antagonist 2, CHO-K1 Ca antag -5, M1 ag parental 0.5, OXTR potentiate -14, M1 antag -1 and CHO-K1 Ca PAM 18.
Screening O=C(NC(=S)N1CCc2ccccc21)c1ccccc1Br returned TAAR1 ag -2, CHO parental Ca -9, CHRM1 agonist -4, TAAR1 antagonist 8, CHO-K1 Ca antag -1, M1 ag parental 0.1, OXTR potentiate -4, M1 antag -2 and CHO-K1 Ca PAM 7.
For Cc1cc(Nc2ccc(F)c(F)c2)nc(-c2ccccc2O)n1 the results were TAAR1 ag 1, CHO parental Ca -7, CHRM1 agonist -3, TAAR1 antagonist 29, CHO-K1 Ca antag -11, M1 ag parental 1.3, OXTR potentiate 6, M1 antag -7 and CHO-K1 Ca PAM 20.
Screening COc1ccc(N(C(C)C(=O)NCc2ccco2)S(C)(=O)=O)cc1 (stereo not drawn) returned TAAR1 ag 10, CHO parental Ca -7, CHRM1 agonist -2, TAAR1 antagonist 4, CHO-K1 Ca antag -12, M1 ag parental 0.8, OXTR potentiate 1, M1 antag -16 and CHO-K1 Ca PAM 17.
Screening CCc1ccc2[nH]c(=O)c(CN(Cc3ccccc3)Cc3nnnn3Cc3ccco3)cc2c1 returned TAAR1 ag 9, CHO parental Ca -27, CHRM1 agonist -2, TAAR1 antagonist 36, CHO-K1 Ca antag 5, M1 ag parental 4.2, OXTR potentiate -23, M1 antag 6 and CHO-K1 Ca PAM 16.
Screening CCNC(=S)N1CCCCC1CO (stereo not drawn) returned TAAR1 ag 9, CHO parental Ca 4, CHRM1 agonist -4, TAAR1 antagonist 16, CHO-K1 Ca antag -12, M1 ag parental 0.5, OXTR potentiate -8, M1 antag -4 and CHO-K1 Ca PAM 22.
For COc1ccc(CCn2c(SCCN3CCCCC3)nc3ccccc3c2=O)cc1OC the results were TAAR1 ag 9, CHO parental Ca -15, CHRM1 agonist -9, TAAR1 antagonist 14, CHO-K1 Ca antag -4, M1 ag parental 3.7, OXTR potentiate -14, M1 antag 2 and CHO-K1 Ca PAM 15.
For Cc1ccccc1-c1cnc(C(O)c2ccc(F)c(F)c2)[nH]1 (stereo not drawn) the results were TAAR1 ag 2, CHRM1 agonist -2, TAAR1 antagonist -5, CHO-K1 Ca antag 12, M1 ag parental 0.5, M1 antag -16 and CHO-K1 Ca PAM 9.
Cc1ccc(OCC(=O)NNC(=O)c2cc(C)[nH]n2)cc1 was read as TAAR1 ag 25, CHO parental Ca -2, CHRM1 agonist -4, TAAR1 antagonist -20, CHO-K1 Ca antag 0, M1 ag parental 0.3, OXTR potentiate -13, M1 antag -4 and CHO-K1 Ca PAM 5.
`COc1ccc(NC(=O)Nc2ccc3c(c2)C(=O)N([C@H](C)CO)C[C@H](C)[C@H](CN(C)Cc2ccc(C(=O)O)cc2)OCCCC[C@@H](C)O3)cc1` gave TAAR1 ag 1, CHRM1 agonist 0, TAAR1 antagonist -31, CHO-K1 Ca antag -5, M1 ag parental -0.2, M1 antag -4 and CHO-K1 Ca PAM -1.

Quoted from the results shown, 2 compounds:
Screening O=C(NC(=S)Nn1cnc2c(cnn2-c2ccccc2)c1=O)c1ccc(Oc2ccccc2)cc1 returned TAAR1 ag 6, CHO parental Ca -4, CHRM1 agonist -5, TAAR1 antagonist 2, CHO-K1 Ca antag -5, M1 ag parental 0.5, OXTR potentiate -14, M1 antag -1 and CHO-K1 Ca PAM 18.
Screening O=C(NC(=S)N1CCc2ccccc21)c1ccccc1Br returned TAAR1 ag -2, CHO parental Ca -9, CHRM1 agonist -4, TAAR1 antagonist 8, CHO-K1 Ca antag -1, M1 ag parental 0.1, OXTR potentiate -4, M1 antag -2 and CHO-K1 Ca PAM 7.

Later entries
For COC(=O)c1sc(NC(=S)NC(=O)c2ccccc2C)nc1C the results were TAAR1 ag 43*, CHO parental Ca -11, CHRM1 agonist -6, TAAR1 antagonist 29, CHO-K1 Ca antag 0, M1 ag parental -0.1, OXTR potentiate -26, M1 antag 5 and CHO-K1 Ca PAM -9.
Screening CC(=O)c1cccc(NC(=O)C2CCCN(S(=O)(=O)c3ccccc3)C2)c1 (stereo not drawn) returned TAAR1 ag 1, CHO parental Ca -17, CHRM1 agonist -4, TAAR1 antagonist 23, CHO-K1 Ca antag -18, M1 ag parental 4.2, OXTR potentiate -3, M1 antag -6 and CHO-K1 Ca PAM 6.
For CCCCOP(=O)(c1ccc(N(C)C)cc1)C(O)c1ccc(N(C)C)cc1 (stereo not drawn) the results were TAAR1 ag -1, CHO parental Ca -11, CHRM1 agonist -5, TAAR1 antagonist 5, CHO-K1 Ca antag 3, M1 ag parental 0.4, OXTR potentiate -8, M1 antag 1 and CHO-K1 Ca PAM -5.
For O=C1c2cccc3cccc(c23)C(=O)N1CCCN1CCN(c2ccc(F)cc2)CC1 the results were TAAR1 ag -3, CHO parental Ca -14, CHRM1 agonist -6, TAAR1 antagonist -7, CHO-K1 Ca antag 1, M1 ag parental 3.4, OXTR potentiate -16, M1 antag -7 and CHO-K1 Ca PAM 3.
For COc1ccc(C(C)=O)c(OC(=O)c2ccco2)c1 the results were TAAR1 ag 0, CHO parental Ca -3, CHRM1 agonist -3, TAAR1 antagonist -4, CHO-K1 Ca antag -3, M1 ag parental -0.3, OXTR potentiate -1, M1 antag -6 and CHO-K1 Ca PAM 10.
Screening O=C(CSC1=N/C(=C/c2ccc(Cl)c(Cl)c2)C(=O)N1c1ccccc1F)NC1CC1 returned TAAR1 ag 0, CHO parental Ca -16, CHRM1 agonist -2, TAAR1 antagonist 7, CHO-K1 Ca antag -4, M1 ag parental 1.2, OXTR potentiate -4, M1 antag -7 and CHO-K1 Ca PAM 13.
`Cc1ccc(CNC(=O)c2ccccc2NC(=O)CN2CCN(C)CC2)cc1` gave TAAR1 ag 6, CHO parental Ca -7, CHRM1 agonist -3, TAAR1 antagonist -2, CHO-K1 Ca antag -15, M1 ag parental 2.1, OXTR potentiate -3, M1 antag -3 and CHO-K1 Ca PAM -7.
For Cc1cn(CC(=O)NCC(c2ccccc2)c2ccccc2)c(=O)[nH]c1=O the results were TAAR1 ag 1, CHRM1 agonist -12, TAAR1 antagonist 0, CHO-K1 Ca antag -8, M1 ag parental 0.4, M1 antag -22 and CHO-K1 Ca PAM 25.
For CN(C)CCCn1c(SCC(=O)Nc2sc3c(c2C#N)CCCC3)nnc1-c1ccncc1 the results were TAAR1 ag -2, CHO parental Ca -11, CHRM1 agonist -12, TAAR1 antagonist -21, CHO-K1 Ca antag -14, M1 ag parental 0.3, OXTR potentiate -2, M1 antag 0 and CHO-K1 Ca PAM 13.
COc1cccc(NS(=O)(=O)c2ccc(S(=O)(=O)N3CCCC3)cc2)c1 was read as TAAR1 ag 13, CHO parental Ca -4, CHRM1 agonist -4, TAAR1 antagonist -6, CHO-K1 Ca antag -12, M1 ag parental 5.8, OXTR potentiate -9, M1 antag -12 and CHO-K1 Ca PAM 7.
Cc1[nH]c2ccc(C(=O)N3CCC(C(N)=O)CC3)cc2c1C was read as TAAR1 ag 1, CHO parental Ca 2, CHRM1 agonist -5, TAAR1 antagonist 0, CHO-K1 Ca antag -14, M1 ag parental 2.1, OXTR potentiate -7, M1 antag -2 and CHO-K1 Ca PAM 30.
O=C(NCCC1=CCCCC1)c1cc(S(=O)(=O)N2CCCCC2)ccc1Cl was read as TAAR1 ag -1, CHO parental Ca 7, CHRM1 agonist -2, TAAR1 antagonist -40, CHO-K1 Ca antag 7, M1 ag parental 0.7, OXTR potentiate -4, M1 antag -13 and CHO-K1 Ca PAM -7.
`COc1ccc(C(NC(=O)c2cccc(F)c2)c2ccccc2)cc1` (stereo not drawn) gave TAAR1 ag 1, CHO parental Ca -13, CHRM1 agonist -6, TAAR1 antagonist -1, CHO-K1 Ca antag 15, M1 ag parental -0.1, OXTR potentiate -1, M1 antag -3 and CHO-K1 Ca PAM -3.
Screening COc1ccc(-n2nc(C(=O)NCC(=O)NCc3ccc(F)cc3)c3ccccc3c2=O)cc1 returned TAAR1 ag 10, CHO parental Ca -23, CHRM1 agonist -2, TAAR1 antagonist 35, CHO-K1 Ca antag -17, M1 ag parental 4.2, OXTR potentiate -1, M1 antag -4 and CHO-K1 Ca PAM 5.
`O=C(COc1ccc(F)cc1Br)NCC1(N2CCOCC2)CCCCC1` gave TAAR1 ag 6, CHO parental Ca -28, CHRM1 agonist -7, TAAR1 antagonist 16, CHO-K1 Ca antag 6, M1 ag parental 0.9, OXTR potentiate -8, M1 antag -9 and CHO-K1 Ca PAM -19.
For CCOC(=O)N1CCN(C(=O)c2c(-c3ccccc3Cl)noc2C)CC1 the results were TAAR1 ag 2, CHO parental Ca -7, CHRM1 agonist -2, TAAR1 antagonist -28, CHO-K1 Ca antag -9, M1 ag parental -0.2, OXTR potentiate -5, M1 antag 1 and CHO-K1 Ca PAM -7.
Screening Cc1ccc(CN(C)C(=O)c2cccc(S(=O)(=O)N3CCN(c4ccccc4)CC3)c2)cc1 returned TAAR1 ag 17, CHRM1 agonist -3, TAAR1 antagonist 39, CHO-K1 Ca antag -13, M1 ag parental 10, M1 antag 25 and CHO-K1 Ca PAM 2.
For CC(C)N1CCC(=O)NC1=O the results were TAAR1 ag 1, CHRM1 agonist -2, TAAR1 antagonist 2, CHO-K1 Ca antag -7, M1 ag parental -0.6, M1 antag -8 and CHO-K1 Ca PAM 12.
S=C(NCc1cccs1)Nc1ccc(Cl)cc1 was read as TAAR1 ag 7, CHO parental Ca 16, CHRM1 agonist 3, TAAR1 antagonist 28, CHO-K1 Ca antag 11, M1 ag parental 5.4, OXTR potentiate -22, M1 antag -20 and CHO-K1 Ca PAM 7.
`CCn1c2ccccc2c2cc(/C=N/NC(=O)c3ccccc3C)ccc21` gave TAAR1 ag 6, CHO parental Ca -23, CHRM1 agonist -6, TAAR1 antagonist -3, CHO-K1 Ca antag -7, M1 ag parental 0.5, OXTR potentiate -2, M1 antag 5 and CHO-K1 Ca PAM 28.
`CNC(=O)CCC(=O)Nc1ccc(C(=O)OC)cc1` gave TAAR1 ag 12, CHO parental Ca 1, CHRM1 agonist -4, TAAR1 antagonist 8, CHO-K1 Ca antag -16, M1 ag parental 0.1, OXTR potentiate -7, M1 antag 6 and CHO-K1 Ca PAM 9.
O=C(Nc1ccc(NC(=O)c2ccc(S(=O)(=O)c3ccccc3)cc2)cc1)c1ccccc1 was read as TAAR1 ag 2, CHO parental Ca 3, CHRM1 agonist 0, TAAR1 antagonist -10, CHO-K1 Ca antag 0, M1 ag parental 1.9, OXTR potentiate -2, M1 antag -8 and CHO-K1 Ca PAM 18.

Compound activity deposited in PubChem by The Scripps Research Institute Molecular Screening Center.
